IMPase Li inh – cell-permeable IMPase inhibitors with lithium potentiation; AID 1457; Potency, µM (highest dose often 59.4 µM), without a hit: at the top dose activity, negative = IMPase inhibition, usual class: inhibitors; 0.35% of 210,000 active; CHO-M1 cells, IP1 TR-FRET (IP-One), carbachol + lithium;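 further: IP1 builds up when IMPase is blocked and the TR-FRET signal falls; potency means the concentration at half of the fitted maximal effect; plate controls were basal vehicle for no effect and high inhibitor control for full effect; nearly all actives have a fitted effect of over 50% in size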
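Readout is a homogeneous TR-FRET IP1 immunoassay (Ex 320, Em 665 and 620), where raised cytosolic IP1 lowers signal. Cells were CHO-M1 treated 30 min at 37C with test compounds plus a little lithium; AC50 values came from Hill-equation fitting.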
CBFb RUNX1 block – CBF-beta/RUNX1 interaction disruption; 230,000 tested, under 10 active; Potency, µM (titrated, usually from 59.8 µM), for the others: top-dose activity, negative = inhibition, hits mostly inhibitors; AlphaScreen CBFb-His/RUNX1-biotin binding, biochemical; further: % of control where 0% means no effect
Target sequence (Q01196 whole entry, looked up): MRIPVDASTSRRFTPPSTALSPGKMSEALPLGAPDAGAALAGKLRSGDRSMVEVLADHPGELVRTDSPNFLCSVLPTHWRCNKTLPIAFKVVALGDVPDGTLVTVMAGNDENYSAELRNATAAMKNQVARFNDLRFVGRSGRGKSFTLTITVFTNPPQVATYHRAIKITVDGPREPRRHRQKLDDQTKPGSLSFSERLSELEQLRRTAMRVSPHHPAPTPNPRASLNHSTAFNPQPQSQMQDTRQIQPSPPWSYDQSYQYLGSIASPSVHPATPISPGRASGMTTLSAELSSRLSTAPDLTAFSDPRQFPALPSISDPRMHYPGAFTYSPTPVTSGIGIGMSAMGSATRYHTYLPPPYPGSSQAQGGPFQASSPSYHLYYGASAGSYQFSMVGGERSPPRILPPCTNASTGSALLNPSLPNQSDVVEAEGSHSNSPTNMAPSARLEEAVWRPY
Target sequence (Q13951 whole entry, looked up): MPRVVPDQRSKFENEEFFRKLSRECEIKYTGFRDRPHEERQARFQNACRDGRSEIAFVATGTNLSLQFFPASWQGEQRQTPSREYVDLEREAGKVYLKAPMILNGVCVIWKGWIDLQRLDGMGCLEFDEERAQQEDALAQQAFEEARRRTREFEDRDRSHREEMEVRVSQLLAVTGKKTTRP
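His-tagged CBF-beta and biotinylated RUNX1 (30 nM each) were premixed 20 min at room temperature, exposed to compound for 15 min, then given nickel-chelate and streptavidin AlphaScreen beads (50 ng each). After 90 min, AlphaScreen signal was read.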
HttQ103 aggreg – inhibitors of mutant huntingtin aggregate formation in PC12 cells; PC12 HttQ103-GFP aggregates, Acumen cytometry, 40 h; Potency, µM (highest dose often 46.1 µM), for inactives: at the top dose activity change, negative = inhibition, usual class: inhibitors; 1.1% of 220,000 active; further: potency means the concentration at half of the fitted maximal effect; on the % scale 0 is the no-effect control and ±100 the full control effect; nearly all actives have a fitted effect of over 60% in size
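Aggregates are detected as GFP objects 1–25 µm with signal 6 STDEV over background in lysates of induced PC12 cells. These carry Huntingtin exon 1 with 103 glutamines fused to GFP under an ecdysone promoter; compounds titrated.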
NPSR antagonist – neuropeptide S receptor (human) antagonism, cAMP. Q6W5P4. CHO-NPSR cells, cAMP TR-FRET, antagonist mode. Potency, µM (highest dose often 38.3 µM), for inactives: top-dose activity change, negative = inhibition, actives largely listed as inhibitors. 1% of 220,000 active. AID 1461; further: potency means the concentration at half of the fitted maximal effect; on the % scale 0 is the no-effect control and ±100 the full control effect; nearly all actives have a fitted effect of over 50% in size; many of its hits are not listed in these tables
Target sequence (Q6W5P4 whole entry, looked up): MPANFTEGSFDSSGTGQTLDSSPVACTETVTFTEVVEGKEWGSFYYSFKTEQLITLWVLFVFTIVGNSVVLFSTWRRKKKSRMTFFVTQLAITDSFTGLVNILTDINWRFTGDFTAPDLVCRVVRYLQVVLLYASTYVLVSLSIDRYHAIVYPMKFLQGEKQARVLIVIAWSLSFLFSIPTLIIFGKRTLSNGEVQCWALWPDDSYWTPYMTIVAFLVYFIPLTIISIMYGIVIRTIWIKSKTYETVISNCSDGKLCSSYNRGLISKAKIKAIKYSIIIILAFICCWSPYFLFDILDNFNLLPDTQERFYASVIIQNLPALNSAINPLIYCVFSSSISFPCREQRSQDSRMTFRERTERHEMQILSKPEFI
Luc counter – blocks Kinase-Glo luciferase, a counter-screen artifact. Kinase-Glo luciferase, ATP luminescence, 8 min. Q27757. 0.28% of 200,000 active. Potency, µM (highest dose often 38.3 µM), for the others: at the highest dose activity change, negative = inhibition, most hits filed as inhibitors. AID 1379; further: potency means the concentration at half of the fitted maximal effect; on the % scale 0 is the no-effect control and ±100 the full control effect; nearly all actives have a fitted effect of over 60% in size
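Compound is pinned into ATP-containing buffer (10 uM ATP, imidazole pH 7.2, 7 mM MgCl2). Kinase-Glo luciferase reagent is then added. Light output is recorded following an 8-min room-temperature incubation.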
Lamin A splicing – LMNA splicing modulation. Potency, µM (highest dose often 46.1 µM), for inactives: top-dose ratio change, negative = inhibition, usual class: inhibitors. AID 1487. 0.01% of 200,000 active. HeLa LMNA splicing GFP/RFP minigene ratio, 48 h; active means well fitted inhibition curve with a large enough effect in the signal ratio, with a control signal flat, not every such curve was filed as active; inconclusive means small, poorly fitted or top-dose-only effect, or effect the other way, or a change in a side signal; the % refers to the signal ratio; further: potency means the concentration at half of the fitted maximal effect; on the % scale 0 is the no-effect control and ±100 the full control effect
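S3 HeLa cells stably expressing lamin A-EGFP splicing minigene plus DsRed2, 600 cells/well, 48 h compound exposure at 37C. Laser-scanning cytometry; analysed as GFP (500-530 nm)/RFP (575-640 nm) total intensity ratio; 0.5% DMSO vehicle.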
Epigenetic reg – derepresses silenced GFP reporter in murine cells. murine LDR cells, GFP reporter derepression, 30 h. 0.2% of 280,000 active. Potency, µM (titrated, usually from 53.9 µM), inactives show at the highest dose GFP activation, hits mostly activators; further: potency means the concentration at half of the fitted maximal effect; % of control where 0% means no effect; nearly all actives have a fitted effect of over 60% in size
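Derepression of a silenced CMV-GFP reporter in murine LDR cells is scored by enumerating GFP-positive cells with a laser-scanning microplate cytometer after 30 hours of treatment at 37 C.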
Starred values were filed as active, the others as inactive; ? = inconclusive; . = not tested or not shown; & = joins results of further samples; [ ] = dose if it differs, or a comment. Unless noted, the call rests on the fitted dose curve; in most records, active means well fitted curve in the direction sought with a large enough effect; inconclusive means small, poorly fitted or top-dose-only effect, or another doubt; inactive means no such curve, though single readings can be large; an effect the other way counts as inactive or inconclusive. This is a subset; rates above refer to the full screens.

SMILES	IMPase Li inh	CBFb RUNX1 block	HttQ103 aggreg	NPSR antagonist	Luc counter	Lamin A splicing	Epigenetic reg
Cn1c(N)c(C(=O)CSc2ncn[nH]2)c(=O)n(C)c1=O	.	6%	21%[9.22 µM]	-7%[7.67 µM]	.	.	-1.4%
CCOc1ccccc1NC(=O)Nc1ccon1	.	11%	-1%[9.22 µM]	-2%	.	.	1.2%
CCOc1ccccc1NC(=O)NCc1ccco1	.	2%	-11%[9.22 µM]	16%	.	.	2.4%
Cc1csc(NC(=O)CSc2nnc3ncccn23)n1	.	2%	7%	-8%[46.1 µM]	.	?	-5.7%
Cc1c(C(=O)OC(C)C)[nH]c2c1C(=O)CCC2	13%[38.3 µM]	-3%	-8%	-8%[46.1 µM]	-2%	12%	-0.8%
Cc1ccccc1NC(=O)c1cccc2nc3ccccc3nc12	16%[38.3 µM]	-6%	-19%	-13%[46.1 µM]	-6%	15%	0.9%
O=C1C2C(c3ccccc3)CC=CC2[C@H](c2cccc([N+](=O)[O-])c2)N1Cc1ccccc1 (stereo partly drawn)	.	-12%	?	-53%	.	.	0.9%
Cn1cc(CC(=O)NCCN2CCOCC2)c2ccccc21	-2%	5%	-8%	17%	-2%	?	0.0%
CCCN1CCN(CCCNC(=O)c2cc3c(=O)[nH]c4ccccc4c3s2)CC1	9%	4%	-21%	7%	1%	?	-2.3%&0.2%
COc1ccc(/C=N/NC(=O)CCSc2nc3ccccc3s2)cc1OC	3%	-9%	27%	22%	3%	-7%	-1.8%
CC1CCN(c2nc3c(c(=O)[nH]c(=O)n3C)n2Cc2ccccc2Cl)CC1	6%	0%	?	-9%[46.1 µM]	2%	0%	-1.0%
CCCCC/C=C\C/C=C\CCCCCCCCCC(=O)NC(C)C(=O)O (stereo not drawn)	17%	-5%	.	.	1%	.	-1.1%
COc1cc(NC(=O)COC(=O)CSc2ccccc2F)c(C)cc1[N+](=O)[O-]	2%	-1%	1%	14%	1%	-1%	1.0%
O=C(OC(C(=O)Nc1cccc(C(F)(F)F)c1)c1ccccc1)C1CCCCC1 (stereo not drawn)	14%	14%	12%	-57%	-1%	?	-0.9%
Cc1ccc2nc(Cn3cc(C(F)(F)F)cc(Cl)c3=O)cc(=O)n2c1	8%	4%	15%	6%	0%	-4%[46 µM]	1.7%

Some values from the list:
In HttQ103 aggreg, `CCOc1ccccc1NC(=O)NCc1ccco1` is entered as -11%[9.22 µM]
In IMPase Li inh, `Cc1ccc2nc(Cn3cc(C(F)(F)F)cc(Cl)c3=O)cc(=O)n2c1` is entered as 8%

(further entries)
SMILES	IMPase Li inh	CBFb RUNX1 block	HttQ103 aggreg	NPSR antagonist	Luc counter	Lamin A splicing	Epigenetic reg
O=C(O)CCC(=O)N1CCN(c2ccccn2)CC1	-7%[38.3 µM]	3%	4%	-2%[46.1 µM]	-3%	-2%	-0.7%
Cc1ccc(S(=O)(=O)N2CCOCC2)cc1NC(=O)CN(C)C1CCS(=O)(=O)C1 (stereo not drawn)	.	12%	17%[9.22 µM]	12%	.	.	2.6%
COC(=O)N/N=C/c1cccc(OCCSc2ccc(Cl)cc2)c1	5%	8%	?	8%	1%	?	-1.0%
COc1ccc(C(=O)C2CCCN(Cc3ccc(Sc4nncn4C)o3)C2)cc1F (stereo not drawn)	29%	-1%	1%[9.22 µM]	6%	-1%	3%[46 µM]	7.6%
CCOc1ccc2nc(SCC(=O)NC(=O)NCc3ccco3)[nH]c2c1	-2%[38.3 µM]	-13%	11%	-5%[46.1 µM]	-2%	6%	-0.9%
COc1ccc(/C=N/NC(=O)c2ccccc2O)cc1Cn1nnc2ccccc21	.	-3%	11%[9.22 µM]	-15%	.	.	1.2%
COc1ccc(CCNC(=O)COC(=O)c2ccc(Br)o2)cc1	17%[38.3 µM]	1%	5%[9.22 µM]	-9%[46.1 µM]	6%	17%	0.1%
CCc1nnc(NC(=O)CSc2nnc(-c3ccoc3C)n2-c2cccc(C)c2)s1	5%[38.3 µM]	-6%	-4%	-4%[46.1 µM]	3%	9%	-2.9%
O=C1C(Oc2ccccc2)C(c2ccc3c(c2)OCO3)N1CCc1ccc(F)cc1 (stereo not drawn)	17%	-1%	-3%	-12%	2%	-5%	0.0%
COC(=O)C1CSc2[nH]c(=O)sc2C1c1ccc(O)c(OC)c1 (stereo not drawn)	52%[activator][38.3 µM]	-2%	1%	1%[46.1 µM]	0%	-6%	-0.7%
Oc1c(C=Nc2cccnc2)sc2ccccc12	45%[activator][38.3 µM]	-5%	-12%	?	?	-4%	0.0%
CCC(C)NC(=O)C(=O)NCC1CCCN1CC (stereo not drawn)	8%	1%	?	15%	0%	9%[46 µM]	0.0%
COc1ccc(C(c2nnnn2C2CCCCC2)N2CCN(c3ccc(OC)cc3)CC2)cc1 (stereo not drawn)	12%[38.3 µM]	?	-32%	-29%[46.1 µM]	0%	-10%	-1.0%
CCC(C)NC(=O)NC1C(NC(=O)NC(C)CC)N(C)C(=O)N1C (stereo not drawn)	.	1%	-13%	-1%[46.1 µM]	-1%	-2%	-1.9%
O=C1C=C(O)C(n2cncn2)C(c2ccc(F)cc2)C1 (stereo not drawn)	-5%	6%	1%	11%	2%	-1%[46 µM]	2.9%

Full records, quoted from the list. Order of values: IMPase Li inh	CBFb RUNX1 block	HttQ103 aggreg	NPSR antagonist	Luc counter	Lamin A splicing	Epigenetic reg
`O=C(O)CCC(=O)N1CCN(c2ccccn2)CC1` is listed as -7%[38.3 µM]	3%	4%	-2%[46.1 µM]	-3%	-2%	-0.7%
`COc1ccc(C(=O)C2CCCN(Cc3ccc(Sc4nncn4C)o3)C2)cc1F` (stereo not drawn) is listed as 29%	-1%	1%[9.22 µM]	6%	-1%	3%[46 µM]	7.6%
`O=C1C(Oc2ccccc2)C(c2ccc3c(c2)OCO3)N1CCc1ccc(F)cc1` (stereo not drawn) is listed as 17%	-1%	-3%	-12%	2%	-5%	0.0%
`O=C1C=C(O)C(n2cncn2)C(c2ccc(F)cc2)C1` (stereo not drawn) is listed as -5%	6%	1%	11%	2%	-1%[46 µM]	2.9%

Next part.
SMILES	IMPase Li inh	CBFb RUNX1 block	HttQ103 aggreg	NPSR antagonist	Luc counter	Lamin A splicing	Epigenetic reg
CC(C)(C)c1cc[n+](-c2[nH]c(=O)sc2/C=N/NC([S-])=Nc2ccccc2)cc1	.	-2%	10%[9.22 µM]	7%	.	.	-0.7%
CC(C)=CCC/C(C)=C/CC/C(C)=C/CC/C(C)=C/CO	10%&9%	25%&7%	.	.	-5%	.	1.0%&-1.3%
CC(=O)OCC(=O)c1ccc2ccn(C(C)=O)c2c1	0%	-9%	-1%	-2%[46.1 µM]	1%	-2%	0.0%
COc1cc(/C=N/NC(=O)C2CCN(CC(O)COCc3ccccc3)CC2)cc(OC)c1OC (stereo not drawn)	-4%	0%	0%	0%	9%	.	4.4%
COc1cccc(NC(=O)C(c2ccccc2)N2CCNC(=O)C2)c1 (stereo not drawn)	8%	8%	4%	2%	2%	?	4.8%
CCOC(=O)NC(=O)CSc1nc2ccc(C)cc2[nH]1	2%	0%	11%	5%	0%	?	-0.3%
CC(=O)c1c(C)[nH]c(C(=O)OCC(=O)Nc2cc(C)on2)c1C	21%[38.3 µM]	-1%	-18%	0%[46.1 µM]	0%	?	0.0%
O=C(/C(N=Nc1cccc([N+](=O)[O-])c1)=C(/O)c1ccc(Br)cc1)C(F)(F)F	.	?	?	6.3µM*	.	.	0.3%
Cc1cc(=O)oc2ccc(OC(=O)CC(C)C)cc12	4%	0%	2%[9.22 µM]	14%	5%	1%[46 µM]	-2.0%
CC/C(=N\NC(=O)c1c(-c2ccccc2)noc1C)c1ccc(C)o1	-5%	6%	-2%	11%	-3%	14%	-2.0%
CCOc1ccc(N2C(=O)CC(N3CCC(O)(c4ccc(Br)cc4)CC3)C2=O)cc1 (stereo not drawn)	17%[38.3 µM]	5%	-30%	-6%[46.1 µM]	-3%	9%	-0.3%
O=C(CCCn1c(=O)[nH]c2cc(Cl)ccc2c1=O)NCCN1CCN(c2ccccc2)CC1	-1%	3%	?	15%	1%	-2%	-1.0%
Cc1nn2c(N3CCN(CCO)CC3)c3c(nc2c1-c1ccccc1)CCCC3	.	3%	11%[9.22 µM]	47%	.	.	-1.0%
CCCCn1nnnc1SCC(=O)NCc1ccccc1	-1%[38.3 µM]	-1%	35%[9.22 µM]	-8%[46.1 µM]	6%	11%	-3.0%
COCCN(C(=O)c1ccc2ccccc2c1)c1c(N)n(Cc2ccccc2)c(=O)[nH]c1=O	-7%	4%	5%	4%	0%	.	0.0%
CC(C)NC(=O)c1ccccc1NC(=O)/C=C/c1ccc([N+](=O)[O-])cc1	-1%[38.3 µM]	1%	2%	-3%[46.1 µM]	-8%	16%	-1.4%
COC(=O)c1cc(C)ccc1OCc1ccc([N+](=O)[O-])cc1	.	19%	-6%[9.22 µM]	13%	.	.	-4.8%
NC(=O)c1cc(S(=O)(=O)NC2CCCCC2)co1	-15%[38.3 µM]	2%	3%	-9%[46.1 µM]	0%	1%	-0.9%
CCN1CCN(c2c(Cl)cccc2NC(=O)c2ccc([N+](=O)[O-])cc2)CC1	6%	-3%	29%	-11%	2%	-2%[46 µM]	-1.0%
CCc1nc(N)c(C#N)c(-c2ccco2)c1C	-8%	3%	12%	4%	0%	12%	1.9%
Cc1ccnc(NC(=O)CCC(=O)N(CC(=O)NCC2CCCO2)Cc2ccc(F)cc2)c1 (stereo not drawn)	.	9%	1%	-1%[46.1 µM]	.	3%	-5.7%
CCOC(=O)c1c(C)cc(=O)oc1C	-3%	12%	6%	-5%[46.1 µM]	1%	-7%	-0.9%
CCOCCCNC(=S)NCCc1ccccc1	2%	-13%	-13%	13%	-3%	9%	-1.3%
COc1cccc(C(=O)NC2CC3CCCC(C2)N3CC(=O)Nc2ccccc2)c1 (stereo not drawn)	22%[38.3 µM]	?	-11%	-27%[46.1 µM]	-5%	-2%	0.0%
c1cncc(-c2nnc3sc(-c4ccco4)nn23)c1	10%[38.3 µM]	-1%	1%[9.22 µM]	-1%[46.1 µM]	-1%	-1%	9.3%
CCn1cc(/C=C/C(=O)Nc2ccn(Cc3c(F)c(F)c(F)c(F)c3F)n2)cn1	-4%	3%	3%	-8%	1%	-2%	1.3%
Cc1csc(NC(=O)c2ccc(S(=O)(=O)N3CCCC3)cc2)n1	.	1%	16%[9.22 µM]	-9%	.	.	-4.3%
O=S(=O)(NCc1ccccc1)c1ccccc1Br	.	4%&6%	-5%[9.22 µM]	4%	.	.	1.1%
COC(=O)c1nc2ccccn2c1F	-9%	0%	9%	30%	2%	.	7.2%
CCSc1cc(N2CCCC2)nc(-c2ccc(F)cc2)n1	6%[38.3 µM]	0%	22%	-2%[46.1 µM]	-2%	13%	-0.7%
